Source: PubChem
IEC-6 tox – counter-screen for KLF5 inhibitors: cytotoxicity in IEC-6 cells. IEC-6 cytotoxicity, luminescence viability. inhibition, % at 5 µM. hit rate 0.78% among 290,000. AID 1825; in the data active = inhibition above about 22%;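 also: 0% = plate median of test compound wells and 100% = cytotoxic reference compound wells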
AI-2 QS modul – modulators of Vibrio harveyi AI-2 quorum sensing system; hit rate 0.4% among 300,000; Vibrio harveyi JMH597 AI-2 luminescence/OD600 ratio, 9 h; hits give low values; strain lacks LuxN and CqsS sensors; 0 = neutral-control median; AID 2094; activity change, % at 7.5 µM; in the data active = activity change below about -75%, passing the limit was not always enough;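 also: luminescence divided by OD600 gain over 9 h not by final OD600 alone; inactives centre near 13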
HSP90 inh – HSP90 refolding inhibition in rabbit reticulocyte lysate; inhibition, % at 5.6 µM; luciferase refolding luminescence, 3 h; AID 1789; hit rate 0.91% among 290,000;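 active = inhibition above the screen-wide mean plus 3 SD, computed separately per campaign, cut at about 16% in these data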;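 also: 0% = DMSO wells and 100% = 60 µM geldanamycin wells; inhibitors lower the luminescence because luciferase stays unfolded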
GSK3A inh – human GSK-3 alpha kinase inhibition; P49840; ADP-Glo luminescence, 60 min; inhibition, % at 10 µM; hit rate 0.1% among 320,000; AID 2650;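 in the data active = inhibition above about 50%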;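 also: GST-tagged GSK-3 alpha with peptide substrate and 25 µM ATP; 0% = DMSO neutral wells and 100% = GW8510 positive control wells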
Target sequence (P49840 whole entry, looked up): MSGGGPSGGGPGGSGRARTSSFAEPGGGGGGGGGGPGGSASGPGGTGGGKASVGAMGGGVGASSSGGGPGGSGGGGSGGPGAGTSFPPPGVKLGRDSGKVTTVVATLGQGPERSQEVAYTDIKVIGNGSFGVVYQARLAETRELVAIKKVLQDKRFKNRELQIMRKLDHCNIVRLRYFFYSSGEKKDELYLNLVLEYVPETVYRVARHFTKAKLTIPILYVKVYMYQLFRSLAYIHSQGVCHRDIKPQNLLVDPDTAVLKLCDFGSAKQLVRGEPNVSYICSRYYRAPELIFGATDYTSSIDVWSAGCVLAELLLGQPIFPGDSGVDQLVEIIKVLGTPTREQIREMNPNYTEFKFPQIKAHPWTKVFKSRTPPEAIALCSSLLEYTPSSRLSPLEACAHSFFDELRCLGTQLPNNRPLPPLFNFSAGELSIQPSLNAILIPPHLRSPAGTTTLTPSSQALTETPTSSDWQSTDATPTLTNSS
KLF5 inhibitor – kruppel-like factor 5 inhibition. AID 1700. hit rate 0.23% among 290,000. DLD-1 KLF5 promoter-luciferase reporter, luminescence. inhibition, % at 5 µM;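 active = inhibition above a per-plate limit of that plate's mean compound inhibition plus 3 SD, cut at about 60% in these data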;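 also: 0% = DMSO wells and 100% = LY294002 at 200 µM; higher means less KLF5 promoter-driven luciferase light; inactives centre near -14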
Numbers without * were called inactive; · = no result given. This is a subset; rates above refer to the full screens.

SMILES	IEC-6 tox	AI-2 QS modul	HSP90 inh	GSK3A inh	KLF5 inhibitor
COc1ccc(CN(C)C(=O)/C=C/c2ccc(S(=O)(=O)N3CCCCCC3)cc2)cc1	·	·	·	3	·
COc1ccc2c(-c3cnc(N4CCOCC4)nc3)c(-c3ccc(S(C)(=O)=O)cc3)sc2c1	·	·	·	-1	·
COc1ccccc1C(=O)NCCC(=O)NC1CCCCCC1	·	·	·	1	·
C=CC[C@H](CC(=O)NCCO)C(=O)N[C@H](C)COC(=O)[C@@H](CC=C)Cc1ccc(F)cc1	·	·	·	-4	·
N#CC(C#N)=C(N)/C(C#N)=C/c1cc(O)c(O)c(O)c1	·	·	·	30	·
CC1CN(C(=O)CSc2nc(N)cc(N)n2)CC(C)O1 (stereo not drawn)	·	·	·	-5	·
O=C(NC1CCS(=O)(=O)C1)c1ccccc1Cl (stereo not drawn)	·	·	·	2	·
O=S(=O)(c1ccc(=S)[nH]c1)N1CCCCC1	·	·	·	13	·
Cc1ccc(S(=O)(=O)N(C)C)cc1NC(=O)C(C)OC(=O)C1CCCCC1 (stereo not drawn)	·	·	·	-2	·
Cc1ccnc2nc(C(=O)OCC(=O)Nc3ccc4c(c3)OCCO4)nn12	·	·	·	4	·
CC1(c2ccccc2)NC(=O)N(CC(=O)NCC2CCCO2)C1=O (stereo not drawn)	·	·	·	-3	·
COc1cccc(C(=O)COC(=O)COc2c(C)cc(C)cc2C)c1	·	·	·	0	·
Cc1ccccc1C(=O)OC(C)C(=O)NCc1ccc2c(c1)OCO2 (stereo not drawn)	·	·	·	-7	·
CCCc1cc(=O)[nH]c(SCC(=O)NC2CCCCCCC2)n1	·	·	·	2	·
N#Cc1cccc(NS(=O)(=O)c2ccc(S(=O)(=O)N3CCOCC3)cc2)c1	·	·	·	-2	·
COc1ccc(C2=CC(=O)CC(C)(C)C2)cc1OC	·	·	·	3	·
CCCn1nc(C(=O)OCC(=O)Nc2ccc(C(N)=O)cc2)c2ccccc2c1=O	·	·	·	-5	·
O=Cc1ccc(Cl)c(Cl)c1	·	·	·	-1	·
Cc1ccc(CN(C)C(=O)c2cccc(S(=O)(=O)N3CCc4ccccc43)c2)cc1	·	·	·	-4	·
O=C(CSc1ccccc1F)NNC(=O)c1cncc(Br)c1	·	·	·	-3	·
O=C(OCc1c(-c2ccccc2)ncc2ccccc12)c1ccc(Br)cc1	·	·	·	4	·
Cc1cccc(NC(=O)C(C)Sc2nnc(-c3cccnc3)o2)c1 (stereo not drawn)	·	·	·	-32	·
Cc1ccc(C(=O)NNC(=O)C(NC(=O)c2cccc(C)c2)C(C)C)cc1 (stereo not drawn)	·	·	·	0	·
O=C(NNC(=O)C1CCC1)c1ccccc1	·	·	·	6	·

A second format for 19 compounds above.
| SMILES | IEC-6 tox | AI-2 QS modul | HSP90 inh | GSK3A inh | KLF5 inhibitor |
| --- | --- | --- | --- | --- | --- |
| C=CC[C@H](CC(=O)NCCO)C(=O)N[C@H](C)COC(=O)[C@@H](CC=C)Cc1ccc(F)cc1 | · | · | · | -4 | · |
| N#CC(C#N)=C(N)/C(C#N)=C/c1cc(O)c(O)c(O)c1 | · | · | · | 30 | · |
| CC1CN(C(=O)CSc2nc(N)cc(N)n2)CC(C)O1 (stereo not drawn) | · | · | · | -5 | · |
| O=C(NC1CCS(=O)(=O)C1)c1ccccc1Cl (stereo not drawn) | · | · | · | 2 | · |
| O=S(=O)(c1ccc(=S)[nH]c1)N1CCCCC1 | · | · | · | 13 | · |
| Cc1ccc(S(=O)(=O)N(C)C)cc1NC(=O)C(C)OC(=O)C1CCCCC1 (stereo not drawn) | · | · | · | -2 | · |
| Cc1ccnc2nc(C(=O)OCC(=O)Nc3ccc4c(c3)OCCO4)nn12 | · | · | · | 4 | · |
| CC1(c2ccccc2)NC(=O)N(CC(=O)NCC2CCCO2)C1=O (stereo not drawn) | · | · | · | -3 | · |
| COc1cccc(C(=O)COC(=O)COc2c(C)cc(C)cc2C)c1 | · | · | · | 0 | · |
| Cc1ccccc1C(=O)OC(C)C(=O)NCc1ccc2c(c1)OCO2 (stereo not drawn) | · | · | · | -7 | · |
| CCCc1cc(=O)[nH]c(SCC(=O)NC2CCCCCCC2)n1 | · | · | · | 2 | · |
| N#Cc1cccc(NS(=O)(=O)c2ccc(S(=O)(=O)N3CCOCC3)cc2)c1 | · | · | · | -2 | · |
| COc1ccc(C2=CC(=O)CC(C)(C)C2)cc1OC | · | · | · | 3 | · |
| CCCn1nc(C(=O)OCC(=O)Nc2ccc(C(N)=O)cc2)c2ccccc2c1=O | · | · | · | -5 | · |
| O=Cc1ccc(Cl)c(Cl)c1 | · | · | · | -1 | · |
| Cc1ccc(CN(C)C(=O)c2cccc(S(=O)(=O)N3CCc4ccccc43)c2)cc1 | · | · | · | -4 | · |
| O=C(CSc1ccccc1F)NNC(=O)c1cncc(Br)c1 | · | · | · | -3 | · |
| O=C(OCc1c(-c2ccccc2)ncc2ccccc12)c1ccc(Br)cc1 | · | · | · | 4 | · |
| Cc1cccc(NC(=O)C(C)Sc2nnc(-c3cccnc3)o2)c1 (stereo not drawn) | · | · | · | -32 | · |

Next part.
SMILES	IEC-6 tox	AI-2 QS modul	HSP90 inh	GSK3A inh	KLF5 inhibitor
O=C(Nc1cccc(S(=O)(=O)N2CCCCC2)c1)C1CCCN1S(=O)(=O)c1ccccc1F (stereo not drawn)	·	·	·	-3	·
C[C@H](CO)N1C[C@H](C)[C@@H](CN(C)C(=O)Nc2ccc(C(F)(F)F)cc2)Oc2ccc(NC(=O)C3CCCCC3)cc2C1=O	·	·	·	-1	·
CC1(c2ccc(OC(F)F)cc2)NC(=O)N(CC(=O)NCCC2=CCCCC2)C1=O (stereo not drawn)	·	·	·	-1	·
Cn1c(=O)oc2cc(S(=O)(=O)N3CCc4ccccc4C3)ccc21	·	7	·	0	·
CC(=O)N1CCC(=NNS(=O)(=O)c2cccc([N+](=O)[O-])c2)CC1	-1	·	-2	·	-28
CCCCn1c(N)c(C(=S)NC(=O)CC(C)C)c(=O)n(C)c1=O	-1	·	2	·	14
CCN1C(=O)/C(=c2/s/c(=C3\SC(C)=C(C)N3CC)c(=O)n2CC)N(c2ccccc2)C1=S	6	·	0	·	-13
COc1ccc(NC(=O)CN(c2cc(C)cc(C)c2)S(=O)(=O)c2c(C)n[nH]c2C)cc1	3	·	2	·	-14
O=C(Nc1ccccc1-c1nc2ccccc2o1)c1ccc2c(c1)OCCO2	1	·	1	·	-9
COc1cc(/C=C(/C#N)c2nc(-c3cc4ccccc4oc3=O)cs2)cc([N+](=O)[O-])c1O	2	·	-1	·	-4
CC1CN(Cc2cnc(Cl)s2)CC(C)O1 (stereo not drawn)	-6	·	-4	·	-23
NC(=O)C(=CNc1nc(-c2ccc(Cl)c(Cl)c2)cs1)C(N)=O	0	·	1	·	-20
COc1ccc(-c2nnc(SCC(=O)Nc3sc4c(c3C#N)CCC4)n2CC2CCCO2)cc1 (stereo not drawn)	2	·	-1	·	0
COc1ccc(C2=CC(c3ccco3)n3ncnc3N2)cc1 (stereo not drawn)	8	·	-2	·	10
Cc1cc(C(=O)CN2C(=O)NC3(CCCc4ccccc43)C2=O)c(C)n1Cc1ccco1 (stereo not drawn)	2	·	2	·	-31
CSc1nsc(/C=C/Nc2cccc(Cl)c2)c1C#N	-4	·	4	·	-32
Cn1nnc2c(C(N)=O)ncn2c1=O	0	·	1	·	-7
COc1cc(OC)nc(/N=C/N(C)C)n1	-10	·	-3	·	-22
CCCc1cc(-c2[nH]ncc2-c2ccc3c(c2)OCCCO3)c(O)cc1OC	-1	·	0	·	-14
CCCOc1ccc(C(=O)CCN2CCN(C(=O)OCC)CC2)cc1	0	·	1	·	9
CCn1c2ccccc2c2cc(NC(=O)Nc3ccc([N+](=O)[O-])cc3C)ccc21	1	·	-6	·	-14
CCc1nnc(NS(=O)(=O)c2ccc(NS(=O)(=O)c3ccc(NC(C)=O)cc3)cc2)s1	0	·	-2	·	-13
COc1cc(C(=O)O/N=C2/C=CC(=O)C(C)=C2C)cc(OC)c1OC	-4	·	-1	·	7
Cc1cccc(NC(=O)c2cnc3ccccn3c2=O)c1	0	·	-1	·	-123
Cc1cc(NC(=O)C23CCC(C)(c4nc5cc(Cl)c(Cl)cc5nc42)C3(C)C)no1 (stereo not drawn)	1	·	1	·	3
O=C(Sc1cccc2cccnc12)c1ccc(F)cc1	87*	·	5	·	17
COC(=O)c1ccc(C(=O)OC)c(NC(=O)CSc2nc(-c3ccco3)cc(C(F)(F)F)n2)c1	-2	·	-1	·	-10
COC(=O)[C@@H](NC(=O)O[C@H]1C(=O)c2ccc(OC)cc2O[C@@H]1c1ccc2c(c1)OCO2)C(C)C	-1	·	2	·	-33
Cc1ccc(S(=O)(=O)NC(=O)N2CCC(C)CC2)cc1	-4	·	-1	·	-9
CCN(CC)CCOC(=O)c1ccc(NC(=O)c2cn(-c3ccccc3)nc2-c2cccs2)cc1	-2	·	0	·	-145
CCOC(=O)c1sc(NC(=O)c2c(C)noc2C)c(C(=O)OCC)c1C	-3	·	-3	·	12
COc1ccc(-c2nc(-c3cccc(C)c3)nc(Cl)c2C#N)cc1	0	·	-3	·	-23
Cc1ccc2nsnc2c1S(=O)(=O)N(Cc1ccco1)Cc1cc2ccc(C)c(C)c2[nH]c1=O	-4	·	-2	·	-16
Cn1c(=O)c2ncn(CC(=O)Nc3ccc4oc(-c5cccc6ccccc56)nc4c3)c2n(C)c1=O	4	·	0	·	-13
CNCCCNCc1ccc(SC)cc1	-2	·	-1	·	-20
CCCCOCC1CC(CC#CCN2CCCCC2)C(=O)O1 (stereo not drawn)	1	·	-1	·	-4
CC1CN(S(=O)(=O)c2ccc(C(=O)Nc3sc4c(c3C(N)=O)CCN(C)C4)cc2)CC(C)O1 (stereo not drawn)	-3	·	-6	·	-10
COc1cc(-c2[nH]nc3c2C(c2ccoc2)C(C#N)=C(N)O3)cc(OC)c1OC (stereo not drawn)	2	·	8	·	-8
COc1ccc(CN2C(=O)/C(=C/c3ccc(-c4ccc(Cl)c(C(=O)O)c4)o3)SC2=S)cc1	-8	·	-2	·	2
COc1ccc(N(CC(=O)N2CCc3ccccc3C2)S(=O)(=O)c2c(C)nn(C)c2C)cc1	2	·	1	·	-12
Cn1c(=O)c2c(SCC(=O)N3CCOCC3)nc(CC(C)(C)C)nc2n(C)c1=O	2	·	1	·	-34
COc1ccc(Nc2nc(-c3c(C)nc4ncccn34)cs2)cc1	86*	·	-2	·	84*
O=C(Cc1ccccc1)N/N=C/c1ccccc1F	-2	·	0	·	-25
Cn1cc(/C=C2\SC(=S)N(NC(=O)c3cccc(Cl)c3)C2=O)c2ccccc21	3	·	7	·	-25
Cc1cc(C)n(CC(O)COc2ccc(OCC(O)Cn3nc(C)cc3C)cc2)n1 (stereo not drawn)	-5	·	-5	·	-3
Cc1nn(C)c(C)c1S(=O)(=O)N1CCCC(C(=O)NCC2COc3ccccc3O2)C1 (stereo not drawn)	0	·	1	·	-3
CCCCCn1c(SCC(=O)c2ccccc2)nc2cc(C(=O)NCc3ccco3)ccc2c1=O	-1	·	-4	·	-23
OC(CNCCc1ccc(Cl)cc1)COc1ccc2ccccc2c1 (stereo not drawn)	8	·	7	·	2

Shown field by field: part of the list above.
Cc1nn(C)c(C)c1S(=O)(=O)N1CCCC(C(=O)NCC2COc3ccccc3O2)C1 (stereo not drawn)
  IEC-6 tox: 0; AI-2 QS modul: ·; HSP90 inh: 1; GSK3A inh: ·; KLF5 inhibitor: -3

CCCCCn1c(SCC(=O)c2ccccc2)nc2cc(C(=O)NCc3ccco3)ccc2c1=O
  IEC-6 tox: -1; AI-2 QS modul: ·; HSP90 inh: -4; GSK3A inh: ·; KLF5 inhibitor: -23

OC(CNCCc1ccc(Cl)cc1)COc1ccc2ccccc2c1 (stereo not drawn)
  IEC-6 tox: 8; AI-2 QS modul: ·; HSP90 inh: 7; GSK3A inh: ·; KLF5 inhibitor: 2

(further entries)
SMILES	IEC-6 tox	AI-2 QS modul	HSP90 inh	GSK3A inh	KLF5 inhibitor
Cn1c(=O)c2c(nc(NCc3ccccc3)n2Cc2ccc(F)cc2)n(C)c1=O	-3	·	2	·	-18
O=C(CSc1nnc2c3cc(F)ccc3nc(-c3ccccc3)n12)N1CCOCC1	4	·	3	·	7
COc1ccc2c(c1)c(=O)oc1c(C)c3occ(C)c3cc12	1	·	0	·	-10
Brc1cc2c(cc1/C=N/Nc1nc(N3CCCCC3)nc(N3CCCCC3)n1)OCO2	12	·	2	·	-8
O=C(CSc1nnc(Nc2ccccc2F)s1)NCc1ccco1	-4	·	1	·	-13
CCOC(=O)N1CCC(NC(=O)Cc2ccc(-n3c(=O)[nH]c4ccccc4c3=O)cc2)CC1	-3	·	4	·	-14
CCC1SC(CC)C(=O)N(CC(=O)NC2CCCCC2)C1=O (stereo not drawn)	-2	·	5	·	2
COC(=O)c1ccc(N=c2sc(C(=O)OC)cc(=O)n2C)cc1	-2	·	3	·	-10
